# Screening data: PubChem BioAssay, National Center for Advancing Translational Sciences (NCATS)
# TRHR agonist: activates the human TRH receptor; hit rate 0.18% among 360,000; activation, % at 2 µM; AID 493084; P34981; TRHR cells, calcium flux fluo-8, FDSS agonist mode; in the data active means activation above about 30%; further: 0% is about no effect
# Target sequence (P34981 whole entry, looked up): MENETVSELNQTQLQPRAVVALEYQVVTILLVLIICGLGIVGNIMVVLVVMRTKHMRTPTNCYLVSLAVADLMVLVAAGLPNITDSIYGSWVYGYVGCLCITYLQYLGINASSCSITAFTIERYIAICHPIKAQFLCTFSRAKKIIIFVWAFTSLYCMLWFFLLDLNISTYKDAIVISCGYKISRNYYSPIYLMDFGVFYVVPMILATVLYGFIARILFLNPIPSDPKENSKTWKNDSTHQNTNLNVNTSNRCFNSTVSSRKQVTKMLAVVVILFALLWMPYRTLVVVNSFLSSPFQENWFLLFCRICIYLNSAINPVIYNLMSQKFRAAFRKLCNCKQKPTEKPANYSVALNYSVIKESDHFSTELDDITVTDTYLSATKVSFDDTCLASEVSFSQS
#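 TRHR-expressing cells, plated overnight in medium with 10% serum, were loaded with fluo-8 calcium dye at room temperature. After a 10 s baseline, library compound was pin-added and calcium release was recorded kinetically (ex 480/em 530) as agonist response.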
# TrxR1 substrate: substrates of rat thioredoxin reductase 1. O89049. hit rate 0.01% among 390,000. purified TrxR1 substrate turnover, NADPH consumption readout. Potency, µM (titrated, usually from 114 µM), for the others: at the top dose activity change, negative = substrate turnover; further: potency means the concentration at half of the fitted maximal effect; on the % scale 0 is the no-effect control and ±100 the full control effect; nearly all actives have a fitted effect of over 50% in size
#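 Rat TrxR1, dispensed at 90 nM, was prereduced with 400 uM NADPH (final) for 5 min at ~22 deg C, then incubated with compound 15 min before 400 uM selenite. A first-read NADPH fluorescence drop versus no-compound background flagged substrates.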
# D2 antagonist: antagonizes the human D2 dopamine receptor | P14416 | HEK293 TREx D2 cells, calcium flux, dopamine EC80 | inhibition, % at 10 µM | hit rate 2% among 340,000; in the data active means inhibition above about 30%; further: 0% is about no effect
# Target sequence (P14416 whole entry, looked up): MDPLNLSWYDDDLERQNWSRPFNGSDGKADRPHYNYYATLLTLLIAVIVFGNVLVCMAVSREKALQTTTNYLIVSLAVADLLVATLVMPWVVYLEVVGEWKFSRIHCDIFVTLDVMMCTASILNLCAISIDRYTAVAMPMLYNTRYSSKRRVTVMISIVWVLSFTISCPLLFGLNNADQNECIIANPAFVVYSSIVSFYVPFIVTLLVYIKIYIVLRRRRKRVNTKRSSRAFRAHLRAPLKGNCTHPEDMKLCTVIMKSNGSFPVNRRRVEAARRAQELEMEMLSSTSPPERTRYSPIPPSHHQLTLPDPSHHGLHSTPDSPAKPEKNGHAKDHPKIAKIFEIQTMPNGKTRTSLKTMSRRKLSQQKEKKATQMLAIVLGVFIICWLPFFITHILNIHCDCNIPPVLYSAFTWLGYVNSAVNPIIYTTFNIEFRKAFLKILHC
#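 Tetracycline-induced HEK293 T-REx cells expressing D2 force-coupled to calcium signalling were dye-loaded, exposed to compound for 180 s, then challenged with an EC80 of dopamine; calcium flux was followed kinetically for a further 180 s.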
# TRHR PAM: TRH receptor (human) allosteric enhancement. enhancement, % at 2 µM. P34981. TRHR cells, fluo-8 calcium fluorescence, EC20 TRH enhancement. hit rate 0.66% among 360,000; in the data active means enhancement above about 30%; further: 0% is about no effect
#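 TRHR-expressing cells loaded with fluo-8 calcium dye were read kinetically (ex 480/em 530) during compound addition, then stimulated with an EC20 of TRH (10 nM final). Enhancement of the Gq-mediated intracellular calcium response was scored.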
# USP1-UAF1 inh: inhibitors of human USP1/UAF1 deubiquitinase. O94782. recombinant USP1/UAF1, Ub-Rhodamine cleavage fluorescence. Potency, µM (highest dose often 57.1 µM), inactives show at the top dose activity change, negative = inhibition, actives largely listed as inhibitors. hit rate 0.23% among 390,000. AID 743255; further: potency means the concentration at half of the fitted maximal effect; on the % scale 0 is the no-effect control and ±100 the full control effect; nearly all actives have a fitted effect of over 60% in size; inactives centre near -12
#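 Step one: compound is pinned into 1nM USP1/UAF1 in HEPES pH 7.8 buffer with TCEP. Step two: 15 min room-temperature incubation. Step three: Ub-Rho (150nM final) starts cleavage, tracked by fluorescence over six one-minute reads.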
# Pin1 inhibitor: inhibitors of human Pin1; Q13526; Pin1 FP peptide displacement, HiFluor488, 10 min; hit rate 0.009% among 390,000; Potency, µM (series often up to 115 µM), inactives show at the top dose activity, negative = inhibition, hits mostly inhibitors; active means well fitted inhibition curve with a large enough effect in the polarisation, with a control signal flat, not every such curve was filed as active; inconclusive means small, poorly fitted or top-dose-only effect, or effect the other way, or a change in a side signal; inactive means no such curve, though single readings can be large or run the other way; the % refers to the polarisation; further: potency means the concentration at half of the fitted maximal effect; on the % scale 0 is the no-effect control and ±100 the full control effect
# Target sequence (Q13526 whole entry, looked up): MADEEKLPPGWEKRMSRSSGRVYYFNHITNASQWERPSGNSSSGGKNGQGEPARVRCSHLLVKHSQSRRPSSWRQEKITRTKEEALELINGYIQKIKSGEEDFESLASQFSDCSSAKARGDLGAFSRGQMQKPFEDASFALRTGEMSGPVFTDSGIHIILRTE
# mIDH1 inhibitor: human IDH1 R132H inhibition. O75874. IDH1-R132H enzyme, NADPH consumption, diaphorase/resazurin fluorescence. Potency, µM (highest dose often 76.6 µM), for inactives: at the highest dose activity change, negative = inhibition, usual class: inhibitors. hit rate 0.093% among 390,000. AID 602179; further: potency means the concentration at half of the fitted maximal effect; on the % scale 0 is the no-effect control and ±100 the full control effect; nearly all actives have a fitted effect of over 65% in size
#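 IDH1-R132H (0.5 ug/mL dispensed) in pH 7.5 Tris buffer was preincubated 30 min with compound, then given a substrate mix of 0.016 mM NADPH and 2 mM alpha-KG for 80 min at room temperature; remaining NADPH was read by diaphorase/resazurin fluorescence.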
# D2 agonist: agonists of human D2 dopamine receptor; HEK293 T-REx D2 cells, calcium flux agonist mode; activation, % at 2 µM; hit rate 0.53% among 340,000; P14416;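 active means activation over 3 SD above normal in the single-dose calcium agonist read, cut at about 30% in these data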; further: 0% is about no effect
#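 Tetracycline-induced HEK293 Trex cells with D2 receptor force-coupled to calcium signaling, plated overnight at 30 C and loaded with no-wash calcium dye. Calcium flux read kinetically for 180 s after compound addition; responses flag agonists.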
# TrxR1 inh: inhibitors of rat thioredoxin reductase 1. O89049. recombinant rTrxR1, NADPH fluorescence consumption, selenite substrate. Potency, µM (titrated, usually from 114 µM), for the others: at the highest dose activity change, negative = inhibition, most hits filed as inhibitors. hit rate 1% among 390,000. AID 588453; further: potency means the concentration at half of the fitted maximal effect; on the % scale 0 is the no-effect control and ±100 the full control effect; nearly all actives have a fitted effect of over 65% in size
#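 Rat TrxR1 (90 nM in the dispensed reagent) was pre-reduced with 400 uM NADPH for 5 min at room temperature, then incubated with compound for 15 min. After 400 uM selenite was added, NADPH fluorescence (Ex 340/Em 450 nm) was followed for 8 min.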
# The depositor's hits bear a star; ? = inconclusive; . = not tested or not shown; & = joins results of further samples; [ ] = remark or other dose. Unless noted, the call rests on the fitted dose curve; in most records, active means well fitted inhibition curve with a large enough effect; inconclusive means small, poorly fitted or top-dose-only effect; inactive means no such curve, though single readings can be large or run the other way.
# The first 5 compounds (preview)
# Second line of a record: D2 agonist, mIDH1 inhibitor, Pin1 inhibitor, TrxR1 substrate, TRHR agonist, USP1-UAF1 inh, TrxR1 inh, TRHR PAM, D2 antagonist
- COc1cc(C(=O)Nc2nnc(CC(=O)N3CCOCC3)s2)cc(OC)c1OC
    1.0, 16%, -4%, 1%, 0.8, -10%, 20%, 0, -3
- COC(=O)c1c(NC(=O)CCCOc2ccccc2C)sc2c1CCC(C)C2 (stereo unspecified)
    0.3, -5%, 9%, -3%[57.1 µM], 0.6, -17%, 25%[57.1 µM], 8, .
- Cc1cn(CC(=O)NCC(C)c2ccccc2)c(=O)[nH]c1=O (stereo unspecified)
    ., 3%, -1%, -2%, ., ?, -2%, ., .
- CC(=O)c1c(C)[nH]c(C(=O)OCC(=O)NCCc2ccc(Cl)cc2)c1C
    -1.7, 1%, 0%, 5%, 0.1, -19%, 23%[57.1 µM], 4, -28
- CCc1ccc(NC(=O)CSC2=Nc3ccccc3C3=NC(CC(=O)NCc4ccccc4)C(=O)N23)cc1 (stereo unspecified)
    -0.7, -18%, 10%, -7%[57.1 µM], 0.1, ?, -2%[57.1 µM], -5, .

# Results, repeating the preview:
# Second line of a record: D2 agonist, mIDH1 inhibitor, Pin1 inhibitor, TrxR1 substrate, TRHR agonist, USP1-UAF1 inh, TrxR1 inh, TRHR PAM, D2 antagonist
- COc1cc(C(=O)Nc2nnc(CC(=O)N3CCOCC3)s2)cc(OC)c1OC
    1.0, 16%, -4%, 1%, 0.8, -10%, 20%, 0, -3
- COC(=O)c1c(NC(=O)CCCOc2ccccc2C)sc2c1CCC(C)C2 (stereo unspecified)
    0.3, -5%, 9%, -3%[57.1 µM], 0.6, -17%, 25%[57.1 µM], 8, .
- Cc1cn(CC(=O)NCC(C)c2ccccc2)c(=O)[nH]c1=O (stereo unspecified)
    ., 3%, -1%, -2%, ., ?, -2%, ., .
- CC(=O)c1c(C)[nH]c(C(=O)OCC(=O)NCCc2ccc(Cl)cc2)c1C
    -1.7, 1%, 0%, 5%, 0.1, -19%, 23%[57.1 µM], 4, -28
- CCc1ccc(NC(=O)CSC2=Nc3ccccc3C3=NC(CC(=O)NCc4ccccc4)C(=O)N23)cc1 (stereo unspecified)
    -0.7, -18%, 10%, -7%[57.1 µM], 0.1, ?, -2%[57.1 µM], -5, .
- Cc1ccc(C)c(N2CCN(C(=O)Cc3ccc(-n4c(=O)[nH]c5ccsc5c4=O)cc3)CC2)c1
    16, -1%, ?, -13%, 0.5, -20%, -9%, 0, 13
- CCCn1c(SCC(=O)N(C)C2CCS(=O)(=O)C2)nc2sc3c(c2c1=O)CCC3 (stereo unspecified)
    ., 6%, -5%, 4%[57.1 µM], ., -24%, 7%[57.1 µM], ., .
- COc1ccc(CN(C(=O)CSc2nnc(-c3c[nH]c4ccccc34)o2)c2ccc(F)cc2)cc1OC
    0.7, 11%, 14%, 0%, 0.1, -18%, 13%, 1, -4
- COc1ccc(Cl)cc1NC(=O)C1CCN(S(C)(=O)=O)CC1
    0.1, 1%, -3%, 0%[57.1 µM], -0.5, -15%, 3%[57.1 µM], 1, -3
- CCOCCCn1c(SCC(=O)Nc2cccc(OC)c2)nc2ccccc2c1=O
    2.1&0.9, 7%&17%, -2%&0%, 1%, -0.6&-0.2, -11%&-17%, 9%, -7&-7, 25
- O=C(COC(=O)c1ccc[nH]c1=O)NCC12CC3CC(CC(C3)C1)C2
    ., -13%, -1%, 4%, 0.5, -6%, 19%, 8, .
- CC1CC(C)CN(c2cc3c(cc2[N+](=O)[O-])C(=O)N(c2ccccc2)C3=O)C1 (stereo unspecified)
    -0.7, 1%, -4%, -5%, 0.3, -24%, -2%, -1, 1
- CCC(=O)c1ccc(OCCN2CCOCC2)cc1
    1.8, -2%, -6%, 1%, -0.3, -2%, 7%, 6, 23
- CCOC(=O)c1c(NC(C)=O)sc2c(OCCN(CC)CC)c(Br)ccc12
    0.3, 2%, 4%, 6%, 1.0, -9%, 9%, 0, 1
- O=[N+]([O-])c1ccc(-c2nc(Nc3cccc(O)c3)c3ccccc3n2)cc1
    0.4, -16%, ?, 0%, 1.0, -22%, 22%, -4, 3
- Cc1cccc(C)c1N(CC(=O)N1CCN(c2ccccc2F)CC1)S(C)(=O)=O
    -2.4, 0%, 0%, -10%, -0.9, -5%, -9%, 3, -13
- c1ccc(-c2nc(NC3CCCC3)c3ccccc3n2)cc1
    0.2, 2%, -1%, -6%, 1.1, -16%, -11%, -9, -12
- CCN(c1ccccc1)S(=O)(=O)c1ccc(Cl)c(NC(=O)CSc2nncs2)c1
    -1.5, 2%, 12%, -2%[57.1 µM], 0.4, -4%, -10%[57.1 µM], 0, 6
- Cc1ccccc1N1CC(c2nc3ccccc3n2Cc2ccc(Br)cc2)CC1=O (stereo unspecified)
    5.8, 10%, -10%, -4%, 0.3, ?, -7%, -2, .
- O=C(OCC(=O)N1CCN(c2ccccc2)CC1)c1cccc([N+](=O)[O-])c1
    -1.7, 8%, -7%, -6%, 0.3, -20%, 0%, -6, 30*
- CCc1ccc(S(=O)(=O)NCc2cn3ccsc3n2)s1
    0.1, 6%, -5%, 8%, -0.3, -18%, 12%, -4, 3
- COCCN(C(=O)COC(=O)Cc1coc2cc(C)ccc12)c1c(N)n(Cc2ccccc2)c(=O)[nH]c1=O
    0.3, -2%, ?, -1%, -0.1, -8%, 5%, 6, -6
- CC(C)(C)c1ccc(/C([O-])=C(/C(=S)NCc2ccco2)[n+]2ccccc2)cc1
    0.9, ., ., ., -1.1, ., ., 17, -23
- Cc1cc(C(=O)OCC(=O)NCc2cccs2)c2ccccc2n1
    1.6, 8%, -3%, 10%[57.1 µM], -0.4, -16%, 36%[activator][57.1 µM], 0, -1
- CCNc1ccc(S(=O)(=O)N(C)C)cc1NCC(=O)Nc1ccc(F)c(Cl)c1
    0.6, 8%, -2%, -4%, -0.1, -11%, -2%, -1, -13
- COc1ccc(S(=O)(=O)Nc2ccc(N3CCOCC3)nc2)cc1
    0.4, 5%, -3%, 4%[57.1 µM], 0.2, -7%, 8%[57.1 µM], 1, -17
- CC(=O)/C(N=Nc1cc2c(cc1[N+](=O)[O-])OCCO2)=C(\C)O
    0.4, 2%, 2%, 4%[57.1 µM], 0.3, -7%, 17%[57.1 µM], 2, -4
- O=C1OCCN1C(=O)[C@H]1[C@H](c2ccc(F)cc2)C(c2ccc(F)cc2)=NN1c1ccc(Br)cc1
    -0.2, -3%[38.3 µM], 31%[activator], 137%[activator], -0.7, -29%, 185%[activator], 0, 1
- N#CNC(=Nc1cccc(F)c1)SCc1cccc(F)c1
    3.1, -3%, -3%, -1%, 2.4, 1%, 7%, -4, -3
- Cc1c(Br)c([N+](=O)[O-])nn1CC(=O)NC1CCCCCC1
    -1.6, 5%, 2%, 5%[57.1 µM], 0.9, -18%, 1%[57.1 µM], -8, 41*
- O=C1CC(Nc2ccccc2)C(=O)N1Cc1ccccc1 (stereo unspecified)
    1.4, 1%, -4%, -3%, 0.0, -7%, -9%, 2, 0
- COc1ccc(N2CCN(CCNC(=O)C3CC(=O)N(C4CCCC4)C3)CC2)cc1 (stereo unspecified)
    -0.4, 2%, 16%, 8%, -0.4, 6%, 22%, 3, -3
- Cc1cc(C(=O)COC(=O)c2ccc(N)cc2)c(C)n1-c1c(C)n(C)n(-c2ccccc2)c1=O
    1.8, -1%, 13%, 6%[57.1 µM], 0.9, -19%, 10%[57.1 µM], 8, 13
- Cc1ccc(CNC(=O)C(=O)NCCC2CCCCN2S(=O)(=O)c2cccs2)cc1 (stereo unspecified)
    -0.1, 2%, 0%, -5%, -0.3, -9%, 2%, -3, -12
- CC(C)Cn1c(N)c(C(=O)COC(=O)c2ccc(F)cc2)c(=O)n(C)c1=O
    1.4, -6%, 17%, 4%, 0.6, -18%, 10%, 3, -22
- COc1cc(C(=O)NNC(=S)NCc2ccco2)cc(OC)c1OC
    -1.2, 0%, 1%, -1%, -0.9, -9%, -4%, 2, -7
- CCCCOCCCNC(=O)/C=C/c1ccccc1Cl
    ., 7%, 0%, -3%, ., -26%, -2%, ., .
- Cc1cc2oc(C(=O)Nc3ccc(S(=O)(=O)N(C)c4ccccc4)cc3)cc(=O)c2cc1C
    0.3, -2%, -2%, 4%, -0.1, 1%, 19%, 1, .
- CCc1c(C)sc(NC(=O)c2noc(C)c2[N+](=O)[O-])c1C#N
    -0.3, -1%, -1%, -9%, 0.1, -14%, 13µM*, 10, 12
- COc1ccc(NS(=O)(=O)c2ccc(NS(=O)(=O)c3cccs3)cc2)cc1
    -2.7, -6%, -3%, 0%, 0.1, ?, 7%, 1, 7
- COc1ccc(NC(=O)c2cc(S(=O)(=O)N3CCCC3)oc2C)cc1
    -2.3, 8%, -6%, -1%, -0.3, -20%, 18%, 1, -14
- Cn1c(=O)c2c(nc(SCc3ccc(C(=O)O)cc3)n2C)n(C)c1=O
    -0.2, -4%, -4%, -3%, -0.2, -23%, 5%, 12, 21
- CCn1c(SCC(=O)N2CCC(C(N)=O)(N3CCCCC3)CC2)nnc1-c1ccccc1
    -0.5, 6%, -5%, 0%, -0.4, -7%, 3%, 4, -6

# These rows are one share of the data (hit frequency here may not be typical).
